# VEEV TC-83 Vero – inhibitors of VEEV TC-83 cytopathic effect, confirmation, Vero cells (AID 588727); actives 0.13% (n = 350,000); Vero cells, VEEV TC-83 cytopathic effect inhibition; higher % means a stronger effect; one-dose inhibition, % at 20 µM; IC50 in µM for titrated hits; in the data active means a potency from the dose series; inconclusive means inhibition mostly from about 14% at the one dose, without a potency; inactive means the rest, 99 in 100 with inhibition below about 12%; further: strong numbers were not always called active
# M. tuberculosis – growth inhibition of non-replicating M. tuberculosis (AID 488890) | Mycobacterium tuberculosis non-replicating, growth inhibition; higher % means a stronger effect | inhibition, % at 25 µM; hits with a dose series show IC50 in µM | actives 0.39% (n = 320,000); in the data active means a potency from the dose series; inconclusive means inhibition mostly from about 82% at the one dose, without a potency; inactive means the rest, 99 in 100 with inhibition below about 76%;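 further: plate controls were DMSO cells for no effect and high antibiotic wells for full effect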
# Salmonella PhoP GFP – Inhibition of PhoP regulon, Salmonella typhi GFP reporter cells, confirmation, 4 h (AID 1850); actives 0.33% (n = 310,000); inhibition, % at 50 µM; hits with a dose series show IC50 in µM; Salmonella Typhi PhoP-promoter GFP reporter, fluorescence, 4 h; higher % means a stronger effect; in the data active means a potency from the dose series; inconclusive means inhibition mostly from about 25% at the one dose, without a potency; inactive means the rest, 99 in 100 with inhibition below about 19%;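 further: 0% = induced wells with vehicle and 100% = uninduced wells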
# H1N1 NS1A inhibition – H1N1 influenza NS1A inhibitors, functional cell based assay (AID 504329). NS1A functional cell-based assay, percent inhibition; higher % means a stronger effect. inhibition, % at 12.5 µM; hits with a dose series show IC50 in µM. actives 0.3% (n = 340,000); in the data active means a potency from the dose series; inconclusive means inhibition above about 27% without an active follow-up result; further: strong numbers were not always called active
# H37Rv inhibition – M. tuberculosis growth inhibition, HTS (AID 449762); inhibition, % at 25 µM; hits with a dose series show IC50 in µM; actives 0.59% (n = 330,000); M. tuberculosis H37Rv growth inhibition, 7H9 media; higher % means a stronger effect; in the data active means a potency from the dose series; inconclusive means inhibition above about 70% without an active follow-up result;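 further: bacterial growth assessed after seven days of incubation; strong numbers were not always called active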
# * marks the source's active call; other numbers are inactive results; i = inactive; ? = inconclusive; nt = no result given; & = joins results of further samples.
SMILES,VEEV TC-83 Vero,M. tuberculosis,Salmonella PhoP GFP,H1N1 NS1A inhibition,H37Rv inhibition
O=C(C1CCC1)N1CCc2cc(S(=O)(=O)N3CCc4ccccc4C3)ccc21,nt,-4%,-1%,nt,0%
Cn1c(=O)c2c(nc(CN3CCN(C(=O)c4ccco4)CC3)n2Cc2ccccc2F)n(C)c1=O,9.6%,-2%,-7%,1%,2%
CC(C)Nc1nc(-c2ccncc2)nc(-c2ccccc2)c1C#N,i,-28%,5%,-8%,0%
CCNCc1nc2cc(Cl)ccc2c(=O)[nH]1,1.9%,57%,1%,-7%,-2%
O=C(C=NNc1ccccc1)c1ccccc1,1.7%,nt,nt,-4%,nt
CCOC(=O)C1=C(CC)Nc2ccccc2N=C1NC(=O)c1ccc(OC)c(S(=O)(=O)N2CCCCC2C)c1 (stereo not drawn),1.7%,12%,-2%,-6%,-2%
O=C(O)CCC(=O)Nc1ccc(C(=O)OCC(=O)c2ccc(Cl)cc2Cl)cc1,1.4%,18%,1%,-4%,9%
O=C(NCCN1CCOCC1)c1cc(-c2ccc(Cl)cc2)on1,0.7%,12%,4%,8%,-6%
CC(C)(C)NC(=O)C(c1cccs1)N(Cc1ccc(F)cc1)C(=O)c1csnn1 (stereo not drawn),4.9%,15%,0%,7%,0%
O=C(CSc1ccc2nnc(CCNC(=O)c3ccc(F)cc3)n2n1)NCc1ccco1,1.4%,15%,-2%,6%,3%
CCN1CCN(c2ncc(C(=O)N3CCCc4ccccc43)c3ccccc23)CC1,0.3%,40%,-2%,6%,4%
O=C(Nc1cc(Cl)ccc1-n1cncn1)c1ccco1,1.8%,-1%,-3%,-1%,-4%
COc1ccc(N2CCN(C(=O)COCC(=O)O)CC2)cc1,4.5%,-8%,-10%,-7%,-6%
CCN1C(=NCc2ccc(OC)cc2)N[C@@H](c2ccccc2)[C@H](C(=O)OC)[C@H]1C,2.0%,50%,nt,0%,4%
NC(=S)N/N=C/c1ccccc1,1.2%,69%,21%,-1%,?
COc1cc(NS(=O)(=O)c2ccc(NC(=S)NC(=O)c3sc4cc(F)ccc4c3Cl)cc2)nc(OC)n1,i,74%,-5%,14%,8%
O=C(Oc1c(-c2ccccc2)c(=O)n2c3c(cccc13)CC2)c1ccccc1,3.9%,9%,5%,nt,64%
CCCc1cc(=O)oc2cc(O[C@@H]3O[C@H](CO)[C@@H](O)[C@H](O)[C@H]3O)ccc12,1.7%,-3%,-8%,-8%,-2%
O=C(CSc1nc2[nH]ncc2c(=O)[nH]1)Nc1ccccc1F,2.7%,-14%,5%,-2%,-7%
COc1ccccc1Nc1nc(NCc2ccco2)nc(N)c1[N+](=O)[O-],3.1%,19%,9%,nt,3%
Cc1cc2c3c(c1)C1(C(=O)N3C(C)(C)CC2C)C(C#N)=C(N)OC2=C1C(=O)CC(C)(C)C2 (stereo not drawn),1.3%,10%,4%,12%,6%
COc1cc(C)ccc1N(CCCN1C(=O)c2cccc3cccc(c23)C1=O)C(=O)c1cccs1,9.7%,25%,-7%,-1%,0%
O=C(O)C1CCCCC1C(=O)NCc1ccccn1 (stereo not drawn),1.4%,3%,-1%,-9%,0%
CCCCNC(=O)N(c1c(N)n(Cc2ccccc2)c(=O)[nH]c1=O)C1CCCC1,0.0%,22%,-1%,7%,3%
CCOc1ccc(NC(=O)/C(C#N)=C\c2ccc(N3CCCC3)c(C)c2)cc1,0.3%,nt,nt,6%,nt

# (list continues)
SMILES,VEEV TC-83 Vero,M. tuberculosis,Salmonella PhoP GFP,H1N1 NS1A inhibition,H37Rv inhibition
O=C(O)CC1COc2ccccc2N1C(=O)c1ccccc1Cl (stereo not drawn),i,-5%,3%,-5%,-2%
Cc1[nH]n2c(=O)c3c(nc2c1-c1ccccc1)CCCC3,2.3%,i,3%,-5%,?
CCOc1ccccc1OCCn1nc2ccccc2n1,i,42%,-7%,-2%,-1%
CCN(CC)C(=O)c1ccc(NC(=O)CCCSc2ccccc2)cc1,0.8%,18%,-4%,-3%,3%
COc1ccc(Cl)cc1C(=O)OCC(=O)N(C)CC(=O)Nc1ccc(F)cc1,2.1%,-3%,4%,-4%,4%
Cc1[nH]n2c(=O)c3c(nc2c1-c1ccc(Cl)cc1)CCC3,8.8%,3.4µM*,-20%,2%,?
O=C(COc1ccc2c(c1)OCO2)Nc1cccc(F)c1,1.2%,?,17%,8%,2%
Cc1cc(NC(=O)c2ccccc2)no1,1.5%,4%,16%,1%,3%
O=S(=O)(NCC(c1cccnc1)N1CCN(c2ccccc2)CC1)c1cccs1 (stereo not drawn),1.3%,nt,-4%,2%,1%
CC1CC(OCC(O)CN2CCCCC2C)CC(C)(C)C1 (stereo not drawn),1.0%,9%,-1%,19%,3%
N#Cc1c[nH]n2c(=O)cc(Cc3ccccc3)nc12,i,27%,4%,-16%,9%
CCCCn1cc(S(=O)(=O)c2ccccc2)c(=O)c2cc(C)ccc21,4.5%,3%,-4%,0%,3%
CCC1CCCCN1C(=O)CSc1nc2c(c(=O)n1C)SC(C)C2 (stereo not drawn),7.3%,-6%,-7%,-3%,-7%
Oc1ccccc1C1=NOC(O)(C(F)F)C1 (stereo not drawn),5.1%,10%,9%,8%,-1%
C/C(=N\NC(=O)c1c(Cl)c(C)nn1C)c1cccc(NC(=O)C2CCCC2)c1,10%,62%,5%,-18%,-1%
Nc1c(Cl)ncnc1NCCO,1.7%,-5%,-6%,9%,-5%
CN(C(=O)COC(=O)c1cc2c(s1)CCCCC2)c1ccccc1,3.0%,31%,3%,6%,?
N#C/C=C/N1CCN(C(=O)c2ccco2)CC1,0.4%,-31%,nt,-8%,-5%
Cc1ccc2c(CN3CCN(CCO)CC3)cc(=O)oc2c1,i,0%,16%,-8%,3%
Nc1ncnc2c1ncn2C1O[C@H](CO)[C@@H](O)[C@@H]1O (stereo partly drawn),11%,78%,2%,1%,?
NC(=O)[C@H]1CC2(CC(c3cccc(NC(=O)CC(c4ccccc4)c4ccccc4)c3)=NO2)CN1C(=O)C(c1ccccc1)c1ccccc1 (stereo partly drawn),6.4%,34%,-5%,-21%,?
CC(C)(C)NC(=O)COC(=O)c1ccc(Cl)c(S(N)(=O)=O)c1,i,-92%,5%,1%,-5%
NS(=O)(=O)c1cccc(NC(=O)COC(=O)CCN2C(=O)c3ccccc3C2=O)c1,0.7%,-9%,nt,-6%,-7%
S=C(c1ccc[nH]1)N1CCOCC1,i,?,2%,-4%,-15%
CCOC(=O)C1=C(C)NC(C)=C(C(=O)OCC)C1C(=O)OCC(=O)NCc1ccccc1OC,7.8%,39%,nt,-2%,3%

# Additional structures follow:
SMILES,VEEV TC-83 Vero,M. tuberculosis,Salmonella PhoP GFP,H1N1 NS1A inhibition,H37Rv inhibition
O=C(CCCSc1ccc(Cl)cc1)Nc1ccccc1O,i,?,-1%,-8%,?
NC(=S)Cc1ccc(Cl)cc1Cl,2.0%,-3%,7%,0%,4%
Oc1ccccc1/C=N/Nc1ccccc1,0.4%,21%,-4%,4%,-1%
CC1Cc2ccccc2N1C(=O)CN1CCC(n2nnc3cc(C(F)(F)F)ccc32)CC1 (stereo not drawn),5.7%,75%,17%,1%,-1%
c1ccc(-c2nc(NC3CC3)nc(-n3ccnc3)n2)cc1,i,46%,23%,-8%,4%
CCN(CC(=O)Nc1ccc(NC(C)=O)cc1)C(=O)CSC(c1ccccc1)c1ccccc1,8.1%,30%,nt,-2%,-7%
CSc1ncccc1C(=O)N1CCN(S(=O)(=O)c2ccccc2)CC1,2.3%,-8%,-2%,8%,-10%
Cc1ccc(S(=O)(=O)N2CCCCC2)cc1NC(=O)c1cccnc1,2.4%,nt,nt,7%,nt
CCc1ccc2oc(C(=O)NCc3ccc(S(N)(=O)=O)cc3)c(C)c2c1,0.4%,-8%,-4%,-1%,2%
COc1ccc(CCNC2=C(Cl)C(=O)N(CCc3ccccc3)C2=O)cc1OC,8.7%,9%,-2%,-14%,0%
CCOC(=O)N1CCN(C(=O)C2CCC(=O)N(CCCN3CCCC3=O)C2)CC1 (stereo not drawn),i,-3%,-4%,1%,-3%
Cc1ccc(C(=O)Nc2cc(Cl)ccc2N2CCCCC2)s1,0.8%,10%,4%,2%,5%
COc1cc(OC)c(C(=O)N(CCc2ccccc2)Cc2ccccc2)cc1OC,7.0%,22%,2%,-10%,-4%
O=C(OCc1csc(Nc2ccccc2)n1)c1ccc(Cl)cc1,1.9%,71%,1%,-10%,17µM*
CC(Sc1nc2ccccc2s1)C(=O)c1c(N)n(C)c(=O)n(C)c1=O (stereo not drawn),0.2%,3%,8%,-2%,-2%
COc1ccc(C(C)=O)cc1CSCCC#N,1.2%,-6%,2%,-1%,-10%
COCCn1cc(-c2csc(N)n2)c2ccccc21,2.2%,5%,2%,20%,8%
CCOC(=O)N/N=C\c1ccc([N+](=O)[O-])o1,i,59%,33µM*,-3%,-2%
c1ccc(OCCOc2ccccc2-c2nnco2)cc1,1.5%,5%,-1%,8%,2%
CN(Cc1ccccc1)S(=O)(=O)c1ccc(Cl)c(C(=O)NCc2cccnc2)c1,1.1%,8%,-3%,-6%,-5%
CC(C)(C)c1ccc(NC(=O)N2CCCN(c3ccc([N+](=O)[O-])cn3)CC2)cc1,i,35%,3%,4%,4%
Nc1nonc1-n1nnc(C(=O)N/N=C/C2CC=CCC2)c1CSc1ccccc1 (stereo not drawn),1.9%,-2%,15%,-4%,-3%
COc1ccc(NCC(=O)N/N=C/c2cc([N+](=O)[O-])ccc2N2CCCC2)cc1,8.7%,5%,-11%,nt,-3%
CC(C)COC(=O)c1ccccc1N1C(=O)C2C3CCC(C3)C2C1=O (stereo not drawn),i,-8%,-1%,-3%,1%
Cn1c(=O)c2c(ncn2CC(=O)OCC(=O)Nc2ccc(Cl)cc2)n(C)c1=O,0.6%,-6%,-7%,-3%,-9%

# Whole records from above. Values in the order: VEEV TC-83 Vero	M. tuberculosis	Salmonella PhoP GFP	H1N1 NS1A inhibition	H37Rv inhibition
# Shown for `O=C(CSc1nc2[nH]ncc2c(=O)[nH]1)Nc1ccccc1F` : 2.7%	-14%	5%	-2%	-7%
# Shown for `CC(C)(C)c1ccc(NC(=O)N2CCCN(c3ccc([N+](=O)[O-])cn3)CC2)cc1` : i	35%	3%	4%	4%
# Shown for `C/C(=N\NC(=O)c1c(Cl)c(C)nn1C)c1cccc(NC(=O)C2CCCC2)c1` : 10%	62%	5%	-18%	-1%
# Shown for `CC(Sc1nc2ccccc2s1)C(=O)c1c(N)n(C)c(=O)n(C)c1=O` (stereo not drawn) : 0.2%	3%	8%	-2%	-2%

# (list continues)
SMILES,VEEV TC-83 Vero,M. tuberculosis,Salmonella PhoP GFP,H1N1 NS1A inhibition,H37Rv inhibition
Clc1ccc(Sc2cnc3ccccc3n2)cc1,1.6%,23%,-6%,-22%,-7%
COC(=O)c1ccc(CSc2cc(C)c3ccccc3n2)o1,3.5%,6%,7%,-6%,-1%
Cn1c(=O)c2c(nc(SCCN3CCCCC3)n2Cc2ccc(Cl)cc2)n(C)c1=O,3.7%,-17%,-4%&5%,7%,-4%
C=CCNC(=O)c1ccc(-c2nc(-c3ccccc3)cs2)cc1,3.5%,30%,0%,-9%,2%
Nc1nc(SCc2ccc(Cl)cc2Cl)c2ncn(C3OC(CO)C(O)C3O)c2n1 (stereo not drawn),6.2%,nt,nt,-18%,nt
CC(C)(C)c1ccc(C(=O)OC/C(O)=C(\C#N)c2nc3ccccc3s2)cc1,2.2%,12%,-9%,-1%,-6%
Cc1c(NS(=O)(=O)c2cccc(C(=O)NC(C)c3ccccc3)c2)c(=O)n(-c2ccccc2)n1C (stereo not drawn),6.6%,nt,nt,-9%,nt
Cn1nnc2cc(C(=O)N3CCSCC3)ccc21,i,2%,-5%,3%,2%
O=C(OCc1ccc(Br)cc1)c1ccncc1,0.1%,?,-1%,-1%,6%
CC(=O)c1ccc(-c2csc(N3CCC(C(N)=O)CC3)n2)cc1,nt,1%,nt,nt,7%
CCc1nnc(NC(=O)CSc2ncnc3c2cnn3-c2ccc(OC)cc2)s1,i,-13%,-13%,-3%,-8%
CCOC(=O)Cn1c(=O)oc2cc(S(=O)(=O)NC3CCCCC3)ccc21,1.9%,1%,-3%,4%,-1%
CCCCCC(=O)N(O)C1CC(=O)N(c2ccccc2)C1=O (stereo not drawn),3.3%,?,-4%,-9%,44%
CCCC[C@@H]1CNCCN1CCc1cc(C(F)(F)F)cc(C(F)(F)F)c1,3.2%,50%,1%,-4%,5%

# Compound activity as filed in PubChem BioAssay.
